N-glyco inh: increase of ERlucT glycosylation luciferase signal, primary screen, N-linked glycosylation inhibitor project, D54 ERlucT cells, luminescence, set 2 | D54 ERlucT glycosylation luciferase reporter, 24 h; percent of 100 nM tunicamycin response | 360,000 tested, 0.23% active | reporter increase, % at 12.5 µM;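 active means mean luciferase reporter signal, scaled so untreated is 0 and the glycosylation-blocking control 100, at or above a set limit in every replicate; inconclusive means mean reaches the limit but not every replicate does; inactive means mean below the limit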;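 further: luciferase carries N-glycosylation sites so blocking glycosylation raises the light; 0% = median of neutral control wells and 100% = median of 100 nM tunicamycin wells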
MC4R barr agon: MC4R agonists recruiting beta-arrestin, primary screen, cell-based, luminescence, agonist arm of biased-ligand search. U2OS MC4R beta-arrestin complementation; percent of melanotan II response, DMSO zero. activation, % at 8.9 µM. 360,000 tested, 0.98% active. AID 540308, 2011;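 active means activation above a per-plate cutoff, the mean activation of sample wells on that plate plus 3 SD, cut at about 8% in these data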
Target sequence (P32245 whole entry, looked up): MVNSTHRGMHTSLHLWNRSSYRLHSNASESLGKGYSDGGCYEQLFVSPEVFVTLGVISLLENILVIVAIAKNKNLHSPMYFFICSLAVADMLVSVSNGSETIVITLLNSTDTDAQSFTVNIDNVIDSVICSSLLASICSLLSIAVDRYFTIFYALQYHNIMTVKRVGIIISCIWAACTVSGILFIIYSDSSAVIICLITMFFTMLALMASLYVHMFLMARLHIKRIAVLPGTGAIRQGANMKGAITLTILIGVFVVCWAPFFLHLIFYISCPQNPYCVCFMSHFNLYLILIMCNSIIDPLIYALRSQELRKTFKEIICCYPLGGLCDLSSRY
TLR9-MyD88 inh: inhibitors of TLR9-MyD88 association in cells, primary screen, cell-based, CHO, BLA complementation, fluorescence. 340,000 tested, 0.21% active. inhibition, % at 4.98 µM. Toll-like receptor 9 (Homo sapiens) + Myeloid differentiation primary response protein …. CCF4 FRET ratio;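 active means inhibition above the mean over all tested compounds plus 3 SD, cut at about 21% in these data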;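 further: 0% = DMSO only wells and 100% = clavulanate BLA inhibitor control wells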
NOD2 RIPK2 PPI: NOD2-RIPK2 binding disruptors in cells, primary screen, fluorescence, CHO cells, BLA complementation; inhibition, % at 4.98 µM; Receptor-interacting serine/threonine-protein kinase 2 (Homo sapiens), O43353; AID 624267, 2012; CCF4 ratio; 360,000 tested, 0.38% active; in the data active means inhibition above about 21%;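 further: 0% = vehicle only and 100% = reference blocker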
Target sequence (O43353 whole entry, looked up): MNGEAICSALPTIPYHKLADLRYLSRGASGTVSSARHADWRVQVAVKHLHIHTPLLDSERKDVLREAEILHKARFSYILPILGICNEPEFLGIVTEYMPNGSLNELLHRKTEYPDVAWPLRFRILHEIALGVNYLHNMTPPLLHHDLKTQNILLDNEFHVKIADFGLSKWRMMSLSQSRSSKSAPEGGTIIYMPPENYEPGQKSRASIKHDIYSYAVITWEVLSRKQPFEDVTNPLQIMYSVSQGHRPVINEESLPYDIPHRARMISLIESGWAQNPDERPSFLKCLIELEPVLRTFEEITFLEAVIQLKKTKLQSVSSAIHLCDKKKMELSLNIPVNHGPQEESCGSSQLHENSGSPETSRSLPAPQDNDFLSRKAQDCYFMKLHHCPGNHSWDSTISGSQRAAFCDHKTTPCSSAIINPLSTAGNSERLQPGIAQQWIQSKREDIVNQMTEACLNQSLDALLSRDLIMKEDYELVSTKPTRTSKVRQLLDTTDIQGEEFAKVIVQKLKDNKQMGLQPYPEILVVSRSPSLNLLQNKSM
ABCB6 inh MLPCN: ABCB6 transporter inhibitors, primary screen, K562-ABCB6 cells, flow cytometry, MLPCN library; K562-ABCB6 porphyrin accumulation, 1 h; active compounds read low; ATP-binding cassette sub-family B member 6 (Homo sapiens), Q9NP58; 360,000 tested, 0.19% active; fluorescence ratio to DMSO, % at 10 µM;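 active means fluorescence ratio to DMSO below 75%, the collection mean minus 3 SD; inconclusive means too few cells collected in the well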;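 further: signal is porphyrin accumulated inside mitochondria; 100% equals median channel fluorescence of DMSO control wells; lower ratio means ABCB6 inhibition with less porphyrin fluorescence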
MC4R antagonist: MC4R antagonists of cAMP signaling, primary screen, cell-based, TR-FRET, antagonist arm of biased-ligand search. MC4R-expressing cells, MTII-stimulated cAMP, LANCE TR-FRET. inhibition, % at 6.5 µM. 360,000 tested, 0.48% active. AID 540295, 2011;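 active means inhibition above its plate's cutoff, the mean of tested wells on that plate plus 3 SD, cut at about 29% in these data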;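 further: 0% = Melanotan II alone and 100% = Melanotan II plus saturating MCL0020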
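Material: human MC4R-expressing U2OS cells. Probe or stimulus: Melanotan II challenge. Dosing: 6.5 µM single dose. Times: 30-min compound, 1-h challenge, 1-h detection, room temperature. Technique: TR-FRET with Eu-cAMP and labeled anti-cAMP, 671 nm. Replication: singlicate.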
Granule exo inh: LAMP-1 surface exposure blockers, TALL-104 cells – cell-based, flow cytometry, MLPCN library, primary screen; TALL-104 LAMP-1 surface exposure; cells stimulated with thapsigargin and PMA; inhibition, % at 10 µM; 360,000 tested, 0.66% active;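 active means inhibition above about 55%, limit read from the data; inconclusive means no clear call, values can overlap the other calls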
aDG glyco act: activators of alpha-DG glycosylation, primary screen, uHTS, Pro5-aDG cells, AlphaScreen; AID 624168, 2012; 360,000 tested, 0.22% active; alpha-DG glycosylation AlphaScreen (IIH6); 0% Pro5, 100% B10-LARGE cell signal; activation, % at 10 µM;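 active means activation of at least 8% versus controls, or a plate z-score of at least 8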;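 further: Pro5 are CHO cells carrying HIG-tagged alpha-DG that lacks glycosylation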
Vif imaging: HIV Vif self-association inhibitors, primary screen, imaging, HEK293T, single point | inhibition, % at 7.49 µM | AID 602346, 2012 | HEK293T cells, Vif self-association by quenched fluorescence, 24 h | 340,000 tested, 0.35% active; in the data active means inhibition above about 50%, passing the limit was not always enough; inconclusive means no clear call, values can overlap the other calls; inactive means below about 31%; further: some results filed as inactive read as strong as hits
ABHD5 PLIN5 PPI: ABHD5-PLIN5 interaction inhibitors, primary screen, cell lysate, split luciferase complementation, luminescence. 360,000 tested, 0.78% active. inhibition, % at 4 µM. Perilipin-5 (Homo sapiens) + 1-acylglycerol-3-phosphate O-acyltransferase ABHD5 (Homo …. Split G. princeps luciferase complementation, 4 h;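 active means inhibition above the mean inhibition across every tested compound plus 3 SD, cut at about 22% in these data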;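 further: 0% = DMSO only wells and the 100% control is not disclosed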
* = called active by the depositor; ? = inconclusive; . = no result given.

SMILES | N-glyco inh | MC4R barr agon | TLR9-MyD88 inh | NOD2 RIPK2 PPI | ABCB6 inh MLPCN | MC4R antagonist | Granule exo inh | aDG glyco act | Vif imaging | ABHD5 PLIN5 PPI
O=C(O)/C=C/C(=O)Nc1cccc(C(F)(F)F)c1 | 3 | 0.5 | -11 | 3 | 103 | 3 | -4 | -0.4 | ? | 7
Cc1ccccc1OCC(=O)N/N=C/C=C/c1ccccc1 | 1 | 10* | 0 | 1 | 104 | -5 | 4 | -0.5 | -1 | -2
COC(=O)NCN1C(=O)C2C3C=CC(C3)C2C1=O (stereo not given) | 1 | -5.3 | 1 | -7 | 90 | 2 | 9 | -0.3 | -3 | 2
COc1cccc(-c2nc(C(=O)NCCCN3CCOCC3)cc3c2[nH]c2ccccc23)c1 | -2 | -0.3 | -11 | 10 | 100 | 11 | 26 | -0.3 | -10 | 3
CCOC(=O)N1CCN(C(=O)CNC(=O)c2ccccc2F)CC1 | 0 | 0.4 | 4 | -10 | 99 | 11 | -18 | -0.3 | 15 | 4
COc1ccccc1/C=C1\SC(=S)N(CCC(=O)NNC(=O)c2ccccc2O)C1=O | -2 | -1.9 | -18 | 8 | 101 | -2 | 5 | 0.1 | -8 | 2
CCCn1c(C)cc(C(=O)COC(=O)CN=C2NS(=O)(=O)c3ccccc32)c1C | 0 | 0.1 | 1 | -11 | 93 | 0 | -5 | -0.3 | 0 | 0
CCC1CCCCN1CCCNC(=O)c1cn(C)c2ccc(S(=O)(=O)N(C)C3CCCCC3)cc2c1=O (stereo not given) | -1 | 0.1 | -2 | -2 | 97 | -4 | 3 | -0.2 | -3 | 5
CCOc1ccccc1NC(=O)CN1C(=O)COc2ccc(C)cc21 | 0 | -1.3 | -1 | -2 | 97 | 8 | -9 | 0.1 | -7 | -3
O=c1c2cn(Cc3ccc(F)cc3)c3ccc(F)cc3c-2nn1Cc1ccc(F)cc1 | -1 | 0.9 | 2 | 3 | 100 | 19 | -1 | 0.0 | -10 | -6
Cc1cccc2cc(C#N)c(NCCNC(=S)NCCCN3CCOCC3)nc12 | 2 | 1.0 | 12 | 1 | 97 | 6 | -8 | 0.1 | -8 | 10
O=C(N/N=C/c1ccccc1OC(F)F)c1cc(-c2ccncc2)nc2ccccc12 | 21 | -2.5 | 0 | -16 | 100 | -15 | 4 | 1.1 | 24 | -2
CS(=O)(=O)c1ccc(Sc2nc3ccccc3[nH]2)c([N+](=O)[O-])c1 | 0 | -1.8 | -8 | 3 | 96 | 3 | 0 | 0.1 | -5 | 4
O=C(NCc1ccccc1)C(c1ccccc1)N(C(=O)c1csnn1)C1CCCC1 (stereo not given) | -3 | -1.4 | 6 | -6 | 94 | 11 | 1 | 0.1 | 5 | 5
Cc1ccc(SCC(=O)N=C2NC(=O)CS2)cc1 | -1 | -1.5 | 2 | 2 | 90 | 2 | 17 | 0.1 | 10 | -5
COc1ccc(Cc2nnc(SCC(=O)c3ccc4c(c3)NC(=O)CO4)o2)cc1 | -1 | -0.5 | -42 | -6 | 100 | 17 | 4 | 0.1 | -18 | 3
CCC(C)(C(=O)NC1CCCCC1)N(Cc1ccco1)C(=O)c1cnccn1 (stereo not given) | 1 | -3.1 | 5 | -4 | 94 | 0 | 2 | 0.9 | -1 | -1
Cc1cc(C)cc(C(=O)OCC(=O)Nc2ncccn2)c1 | 2 | -0.7 | 2 | 4 | 91 | 1 | 1 | 0.2 | 56* | -2
CCOC(=O)c1c(NC(=O)C[n+]2ccc(Cc3ccccc3)cc2)sc(C)c1C | 0 | -1.2 | 1 | -1 | 100 | 12 | 3 | 0.0 | 12 | 17
CCOc1ccc2nc(NC(NC(=O)CC)(C(=O)OC)C(F)(F)F)sc2c1 (stereo not given) | -2 | 2.0 | 5 | -2 | 102 | 12 | 1 | -0.5 | 0 | 0
O=C(Nc1ccc(N2CCOCC2)cc1)C1CCCCC1 | 3 | -0.8 | -1 | -12 | 94 | 6 | 1 | -0.1 | 45 | 2
CC1(C(=O)O)CCCN1C(=O)c1cccc(F)c1 (stereo not given) | 2 | 1.2 | . | -3 | 91 | -8 | 11 | -0.3 | 21 | 6
Cc1cccc2sc(NNC(=O)C3COc4ccccc4O3)nc12 (stereo not given) | 3 | -0.8 | -2 | 3 | 100 | 2 | -4 | -0.2 | 5 | 2
O=c1c2ccccc2cnn1CCOc1cccc(Br)c1 | -1 | -1.1 | -6 | 11 | 100 | -7 | 32 | -0.1 | 6 | -12
CCOC(=O)N1CCN(Cc2nc3cc(NC(=O)CC)ccc3n2CC)CC1 | 3 | -0.2 | -4 | -7 | 100 | 6 | 16 | 0.1 | -11 | 0

Next part (five carried over from the part before).
SMILES | N-glyco inh | MC4R barr agon | TLR9-MyD88 inh | NOD2 RIPK2 PPI | ABCB6 inh MLPCN | MC4R antagonist | Granule exo inh | aDG glyco act | Vif imaging | ABHD5 PLIN5 PPI
O=C(Nc1ccc(N2CCOCC2)cc1)C1CCCCC1 | 3 | -0.8 | -1 | -12 | 94 | 6 | 1 | -0.1 | 45 | 2
CC1(C(=O)O)CCCN1C(=O)c1cccc(F)c1 (stereo not given) | 2 | 1.2 | . | -3 | 91 | -8 | 11 | -0.3 | 21 | 6
Cc1cccc2sc(NNC(=O)C3COc4ccccc4O3)nc12 (stereo not given) | 3 | -0.8 | -2 | 3 | 100 | 2 | -4 | -0.2 | 5 | 2
O=c1c2ccccc2cnn1CCOc1cccc(Br)c1 | -1 | -1.1 | -6 | 11 | 100 | -7 | 32 | -0.1 | 6 | -12
CCOC(=O)N1CCN(Cc2nc3cc(NC(=O)CC)ccc3n2CC)CC1 | 3 | -0.2 | -4 | -7 | 100 | 6 | 16 | 0.1 | -11 | 0
O=C1CCCN1CC1CCCN(Cc2nc(COc3ccccc3)no2)C1 (stereo not given) | -1 | -0.1 | -3 | 11 | 97 | 13 | 0 | 0.6 | -1 | -9
CCn1c2ccccc2n2c(=O)c(=O)n(CC(=O)Nc3ccc(C(C)C)cc3)nc12 | -1 | -0.1 | -8 | -7 | 96 | 9 | 0 | -0.1 | 6 | -2
Cc1cccc(C2=NN(c3ccc(Br)cc3)[C@@H](C(=O)N3CCOC3=O)[C@@H]2c2ccc([N+](=O)[O-])cc2)c1 | 8 | -2.6 | 0 | -5 | 99 | 4 | 0 | 0.0 | -5 | -5
CCOC(=O)c1c(C)[nH]c(C)c1S(=O)(=O)N1CCN(c2ccc(F)cc2)CC1 | -1 | 0.4 | 1 | -3 | 102 | -6 | 1 | -0.1 | 26 | -5
O=C1CSC(c2cn(-c3ccccc3)nc2-c2cc3ccccc3oc2=O)N1Cc1cccnc1 (stereo not given) | 5 | 2.8 | -14 | 7 | 95 | 0 | -2 | -0.3 | . | -1
CC(C)CN1CCN=C1N(C)C | 2 | -0.6 | -4 | -5 | 103 | 3 | 1 | 0.2 | 16 | 5
CCN(CC)C(=O)COc1ccc(/C(C)=N/NC(=O)c2ccccc2O)cc1 | 1 | -3.6 | 3 | -10 | 94 | 6 | -3 | -0.4 | 3 | -7
COc1ccc(S(=O)(=O)N2CCOCC2)cc1NC(=O)Cc1coc2cc(C)ccc12 | 0 | -1.1 | -10 | 5 | 104 | 9 | -1 | 0.3 | -3 | -2
CCN(CC)S(=O)(=O)c1ccc2nnn(OCC(=O)Nc3cccc(C#N)c3)c2c1 | 7 | -2.9 | -9 | 2 | 90 | 6 | 1 | 0.2 | -2 | -2
CC(C)OCCCn1c(=O)c2ccccc2n2c(CCC(=O)NC3CCN(Cc4ccccc4)CC3)nnc12 | -1 | -0.8 | -1 | -6 | 96 | -2 | -6 | -0.1 | -4 | 4
O=S(=O)(O)c1cc(O)c(N=Nc2ccc(O)cc2O)c2ccccc12 | -6 | -5.8 | -4 | -10 | 105 | -4 | 3 | -0.1 | -2 | 12
Cc1cc(C)n(CCNC(=O)c2cc(COc3c(F)cccc3F)on2)n1 | 1 | -2.6 | 1 | -6 | 98 | -1 | -2 | 0.2 | 52* | 2
O=C(COC(=O)/C=C/c1ccc(Cl)cc1)Nc1ccccc1 | 0 | -1.0 | -8 | -4 | 104 | 3 | -2 | -0.4 | 17 | -8
O=C(Cc1ccccc1[N+](=O)[O-])NNC(=O)Nc1ccc2c(c1)OCO2 | 0 | -0.5 | -18 | 9 | 101 | 8 | 0 | -0.2 | 1 | -2
Cc1ccc2nc3sc(C(=O)N4CCOCC4)c(N)c3cc2c1 | -19 | -0.3 | 7 | -2 | 103 | -1 | -5 | -0.2 | 5 | -10
COc1ccc(-c2cc(C(F)(F)F)nc(SCCC(=O)N3CCN4CCCC4C3)n2)cc1 (stereo not given) | 0 | -0.4 | -3 | -3 | 92 | -1 | 2 | 0.0 | 8 | 15
COc1ccc(-c2cc3nc(-c4ccccc4)cc(N4CCCC(O)C4)n3n2)cc1 (stereo not given) | 1 | 1.3 | 7 | -1 | 100 | 6 | 8 | 0.3 | -3 | 3
CCN(CC)S(=O)(=O)c1ccc(OC)c(N)c1 | 1 | -3.4 | -9 | 1 | 102 | 1 | -2 | -0.2 | -2 | 1
O=C1C=C(c2ccc(Cl)c(C(F)(F)F)c2)C[C@@H](c2ccc3c(c2)OCO3)C1 | 0 | 0.0 | -1 | -11 | 99 | -6 | 4 | -0.4 | -10 | -12

Screening data deposited in PubChem by several laboratories.

Some of the compounds tested. The share of hits here may be higher or lower than overall.
